FXIa inh 1536 – factor XIa (human) inhibition | AID 798 | purified FXIa, Boc-Glu-Ala-Arg-AMC fluorogenic substrate | 220,000 tested, 0.14% active | inhibition, % at 5 µM | P03951;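 active means inhibition of at least 40%; inactive means inhibition below 40%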;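 further: fluorescence of freed AMC excited at 355 nm; 0% = enzyme without compound and 100% = no enzyme blank; many of its hits are not listed in these tables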
p97 ATPase inh – blocks human p97 ATPase activity | AID 1481 | recombinant p97 ATPase, Kinase-Glo ATP luminescence, 3 h | P55072 | 220,000 tested, 0.42% active | inhibition, % at 8 µM; in the data active means inhibition above about 15%;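 further: 0% = DMSO vehicle and 100% = wells lacking enzyme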
eIF4E-4G inh – blocks eIF4E binding to eIF4G. TR-FRET eIF4E-eIF4GI(517-606) binding, 2 h. P63073+Q04637. inhibition, % at 21.7 µM. 220,000 tested, 0.37% active;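 active means inhibition above about 30%, limit read from the data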;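 further: 0% = full FRET control wells and 100% = background wells lacking eIF4GI fragment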
Rad51 HR inh – blocks human Rad51 in homologous recombination; hRad51 DNA strand exchange, fluorescence dequenching; inhibition, % at 10 µM; Q06609; 200,000 tested, 0.085% active;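 active means inhibition above 40% at the single screening dose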;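 further: 0% = DMSO control wells and 100% = blanks with heterologous ssDNA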
Target sequence (Q06609 whole entry, looked up): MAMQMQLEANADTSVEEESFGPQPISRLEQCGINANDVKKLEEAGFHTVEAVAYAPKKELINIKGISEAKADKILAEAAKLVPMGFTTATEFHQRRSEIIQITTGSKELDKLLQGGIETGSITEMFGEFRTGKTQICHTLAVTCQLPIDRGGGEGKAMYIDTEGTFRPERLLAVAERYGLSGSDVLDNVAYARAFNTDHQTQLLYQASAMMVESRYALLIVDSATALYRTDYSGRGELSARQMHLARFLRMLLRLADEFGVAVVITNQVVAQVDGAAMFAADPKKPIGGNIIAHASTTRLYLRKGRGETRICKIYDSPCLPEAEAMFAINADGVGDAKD
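System: hRad51 filaments on single-stranded DNA; reagent: Fluorescein- and BHQ1-tagged 47-mer duplex; compound dosing: one concentration, 10 µM final; timing: filaments 15 min 37 °C, then compound 30 min; measured by: fluorescein emission 520 nm, excitation 485 nm; benchmarks: per-plate controls and blanks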
hK5 inh – blocks human kallikrein 5 protease activity | Q9Y337 | recombinant hK5, fluorogenic AMC substrate cleavage | inhibition, % at 5 µM | 210,000 tested, 0.59% active;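 active means inhibition of 40% or more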;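 further: 0% = enzyme controls without compound and 100% = no-enzyme blanks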
Target sequence (Q9Y337 67-293 limits assumed): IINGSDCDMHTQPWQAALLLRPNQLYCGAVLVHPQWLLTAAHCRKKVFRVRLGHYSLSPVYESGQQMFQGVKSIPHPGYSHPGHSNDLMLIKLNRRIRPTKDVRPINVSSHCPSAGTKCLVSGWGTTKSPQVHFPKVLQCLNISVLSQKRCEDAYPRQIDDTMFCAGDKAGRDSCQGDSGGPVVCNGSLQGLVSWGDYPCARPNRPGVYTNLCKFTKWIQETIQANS
Wee1 degr inh – inhibitors of human Wee1 degradation; P30291; HeLa Luc-Wee1K328M stability, luciferase luminescence; 100% = proteasome inhibitor MG132 effect; reporter increase, % at 5 µM; 220,000 tested, 1.2% active; AID 1321;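 active means activation above the mean of all tested compounds plus 3 SD, set per screening run, cut at about 8.8% in these data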;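 further: cells exposed to compound for 20 h before luminescence read; 0% = DMSO alone and 100% = MG132 at 30 µM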
FXIIa inh – inhibitors of human coagulation factor XIIa | purified FXIIa, Boc-QGR-AMC fluorogenic substrate, 2 h | inhibition, % at 5 µM | 220,000 tested, 0.3% active | AID 800; in the data active means inhibition above about 40%;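 further: 0% = enzyme with no compound and 100% = blank without enzyme; many of its hits are not listed in these tables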
14-3-3 Bad PPI – disrupts binding of bovine 14-3-3 zeta to phospho-Bad peptide. P63103. TR-FRET 14-3-3zeta/Dy647-pBad peptide displacement, 1 h. inhibition, % at 21.7 µM. 220,000 tested, 0.71% active. AID 781;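 active means inhibition above about 70%, limit read from the data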;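 further: 0% = full 14-3-3 plus peptide FRET controls and 100% = background without 14-3-3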
Target sequence (P63103 whole entry, looked up): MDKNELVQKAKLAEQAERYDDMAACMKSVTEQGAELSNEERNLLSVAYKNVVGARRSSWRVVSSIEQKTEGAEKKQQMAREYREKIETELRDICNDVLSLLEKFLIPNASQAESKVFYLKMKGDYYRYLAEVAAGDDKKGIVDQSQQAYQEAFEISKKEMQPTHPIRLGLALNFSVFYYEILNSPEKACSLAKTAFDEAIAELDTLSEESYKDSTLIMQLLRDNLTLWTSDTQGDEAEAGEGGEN
Mdm2 ligase inh – inhibitors of human Mdm2 E3 ubiquitin ligase. Q00987. cell-based MDM2 ubiquitination luciferase reporter, 2 h; 0 = plate control, 100 = twice control, blank-subtracted. signal enhancement, % at 5 µM. 210,000 tested, 0.11% active. AID 1230;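 active means signal enhancement of 30% or more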;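 further: luminescence tracks abundance of the self-degrading MDM2-luciferase fusion protein; higher signal means inhibition of MDM2 E3 ligase activity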
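test system = mammalian cells stably expressing self-ubiquitinating, self-degrading MDM2 E3–luciferase fusion | quantity = 2000 cells/well | incubation = cell settling 4 h, compound treatment 2 h, both 37 °C | signal = luminescence with SteadyLite reagent, 15 min at room temperature | evaluation = % enhancement relative to plate controls after blank subtraction | benchmarks = plate controls and plate blanks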
* marks the source's active call; other numbers are inactive results; . = no result given; [ ] = remark or other dose.

SMILES	FXIa inh 1536	p97 ATPase inh	eIF4E-4G inh	Rad51 HR inh	hK5 inh	Wee1 degr inh	FXIIa inh	14-3-3 Bad PPI	Mdm2 ligase inh
Cc1nn(-c2ccccc2)c(N2CCCC2)c1/C=N/O	4	2	-3	-1	2	3	20	2	-6
CCOc1ccc(C(=O)NCC(=O)OCc2cc([N+](=O)[O-])cc3c2OCOC3)cc1OCC	-9	-2	3	-11	-3	-1	3	5	8
CCc1ccc2[nH]c(=O)c(CN(Cc3ccco3)S(=O)(=O)c3ccc4c(c3)OCCO4)cc2c1	-12	5	-24[fluorescence artefact?]	-8	-36	-3	-11	58	-12
Cc1cccc(N(CC(=O)NCc2ccc3c(c2)OCO3)C(=O)CCC(=O)Nc2ccccn2)c1C	-12	-1	-5	19	7	0	17	1	-35
O=C(NCCc1ccc(Cl)cc1)C1CCN(S(=O)(=O)c2cccc3nonc23)CC1	-9	-5	0	5	-3	-1	-1	-2	.
Cc1ccc(NS(=O)(=O)c2cc(OCC(N)=O)c(C)cc2Cl)cc1	5	1	0	7	-2	-1	-4	8	5
CCOC(=O)c1nc(C)sc1-c1ccnn1S(=O)(=O)c1ccc(C)cc1	-3	1	7	9	15	0	7	-1	-19
CCOC(=O)c1cnc(SCC(=O)c2ccc(Cl)cc2)nc1N	24	-3	3	2	-25	3	18	10	-19
COc1cc(NC2c3ccccc3C(=O)N2Cc2ccc3c(c2)OCO3)cc(OC)c1 (configuration not stated)	-2	-3	0	-8	2	-1	3	1	-6
COc1cc(OC)cc(C(=O)N2CCN(C3CCN(Cc4ccccc4)CC3)CC2)c1	3	3	7	-11	-10	1	6	73*	-2
Cc1cc(CSC(=N)N)c(CSC(=N)N)cc1C	0	4	-1	1	-5	4	8	-1	-3
CC(C)n1cnnc1SCC(=O)Nc1ccc(Br)cc1F	-5	-1	1	1	-1	1	.	-4	5
CCn1nnnc1SCC(=O)Nc1cc(OC)cc(OC)c1	6	4	-11	-6	-4	-1	11	-10	-57
COc1ccc(/C=N/NC(=O)C2CCN(c3ncc(C(F)(F)F)cc3Cl)CC2)cc1	-3	5	-2	-4	-8	0	1	-3	-10
COc1ccc(N2CCN(C(=O)/C=C/c3ccco3)CC2)cc1	0	3	1	-29	-4	3	1	-11	-14
COc1ccc(-n2c(SCC(=O)N3CCc4ccccc43)nnc2-c2c[nH]c3ccccc23)cc1	1	3	9	.	-11	2	5	78*	.
CCOC(=O)C1=NNC(C(=O)c2ccc(Cl)cc2)C1c1ccccc1 (configuration not stated)	5	2	0[fluorescence artefact?]	.	-2	-2	17	-19	-5
O=C(O)C1Cc2ccccc2CN1C(=O)CSc1nnc2ccccn12 (configuration not stated)	1	7	-3	-11	6	0	9	-19	-6
O=C(Cn1c(O)c(/C=C2\C=Nc3ccccc32)sc1=O)N1CCOCC1	1	1	4	8	-12	0	-2	-2	-16
O=C(Nc1ccccc1C(F)(F)F)c1ccccc1Br	-6	0	6	7	-4	1	-1	-9	2
COc1ccc(-c2noc(N(C)CC(=O)Nc3cccc(C(F)(F)F)c3)n2)cc1	3	-3	5	-3	-14	5	19	2	15
OC(CNCc1ccc(Cl)cc1)(c1ccccc1)c1ccc(F)cc1 (configuration not stated)	-3	-8	1	-32	-3	-2	7	10	-13
Cc1sc(-c2ccccn2)nc1OC(=O)c1ccc(Cl)c(Cl)c1	-7	3	2	5	1	1	-22	5	-16
O=C(c1cccc(Cl)c1)N1CCN(C2CCCCCC2)CC1	1	1	2	.	-3	0	-6	44	-14
COc1ccc2cc(C3NC(=O)c4ccccc4N3)c(Cl)nc2c1 (configuration not stated)	31	5	2	-243	17	-2	32	-1	-45
COc1cccc2c3c(c(C)nc12)CC(C)O3 (configuration not stated)	2	0	-8	1	-28	-1	9	1	-11
CCCCN(C(=S)Nc1cccc(C)c1C)c1c(N)n(CCC)c(=O)[nH]c1=O	-6	-1	0	13	-5	1	.	0	1
CC1Oc2ccccc2C=C1/C=C1/SC(N2CCOCC2)=NC1=O (configuration not stated)	1	6	-2[fluorescence artefact?]	1	-2	-1	6	7[fluorescence artefact?]	-13
COc1cccc(N2CCN(C(=O)c3c(C)nn(-c4ccccc4)c3C)CC2)c1	-5	-4	-3	-7	0	2	9	0	-13
CSc1ccc(/C=N/NC(=O)c2ccc(O)cc2)cc1	9	-8	1[fluorescence artefact?]	11	-4	-4	10	-2[fluorescence artefact?]	-10
O=C1COCCOCCOCCOCC(=O)NCCN1	-3	0	-2	.	2	3	2	-6	-2
Cc1[nH]c2ccccc2c1C(C[N+](=O)[O-])c1ccco1 (configuration not stated)	-2	6	-2	19	-5	-1	8	-20	6
COc1ccc(S(=O)(=O)NCC2CCCN(C(=O)CC3CCCC3)C2)cc1 (configuration not stated)	7	2	2	12	-1	1	4	-5	-7
CCc1ccc2c(c1)c(N=NC1=NC(=O)CS1)c(O)n2CC	4	-1	-1	-2	-13	0	10	7	-10
CC1CCCCN1CC(=O)Nc1ccc(N2CCCCCC2)cc1 (configuration not stated)	-6	-8	15	-2	1	-2	5	51	-19
Cn1c(Cl)nc2ccccc21	-2	-5	8	4	-24	1	10	-1	-21
COc1ccc(CCN=C(N)NS(=O)(=O)c2ccc(F)cc2)cc1	2	0	0	.	-276	2	9	6	1
CCCOc1ccc(C2C(C(=O)c3ccco3)=C(O)C(=O)N2CCN2CCOCC2)cc1OC (configuration not stated)	-1	-1	-5	.	6	-2	12	11	-1
CSCCC(NC(=O)c1ccc(Cl)cc1)C(=O)OCC(=O)c1ccc[nH]1 (configuration not stated)	7	-3	-1[fluorescence artefact?]	-6	-8	0	8	-9	-9
O=C(COC(=O)c1c(Cl)ccc(Cl)c1Cl)NC(=O)NCc1ccccc1	2	-1	3	5	-18	-1	4	-13[fluorescence artefact?]	-3

Reformatted with values under each structure: part of the list above
Under each structure: FXIa inh 1536 | p97 ATPase inh | eIF4E-4G inh | Rad51 HR inh | hK5 inh | Wee1 degr inh | FXIIa inh | 14-3-3 Bad PPI | Mdm2 ligase inh
COc1ccc(-c2noc(N(C)CC(=O)Nc3cccc(C(F)(F)F)c3)n2)cc1
  3 | -3 | 5 | -3 | -14 | 5 | 19 | 2 | 15
OC(CNCc1ccc(Cl)cc1)(c1ccccc1)c1ccc(F)cc1 (configuration not stated)
  -3 | -8 | 1 | -32 | -3 | -2 | 7 | 10 | -13
Cc1sc(-c2ccccn2)nc1OC(=O)c1ccc(Cl)c(Cl)c1
  -7 | 3 | 2 | 5 | 1 | 1 | -22 | 5 | -16
O=C(c1cccc(Cl)c1)N1CCN(C2CCCCCC2)CC1
  1 | 1 | 2 | . | -3 | 0 | -6 | 44 | -14
COc1ccc2cc(C3NC(=O)c4ccccc4N3)c(Cl)nc2c1 (configuration not stated)
  31 | 5 | 2 | -243 | 17 | -2 | 32 | -1 | -45
COc1cccc2c3c(c(C)nc12)CC(C)O3 (configuration not stated)
  2 | 0 | -8 | 1 | -28 | -1 | 9 | 1 | -11

(list continues)
SMILES	FXIa inh 1536	p97 ATPase inh	eIF4E-4G inh	Rad51 HR inh	hK5 inh	Wee1 degr inh	FXIIa inh	14-3-3 Bad PPI	Mdm2 ligase inh
Cc1ccc2c(c1)NC(=O)C(CC(=O)NC1CCCCC1C)O2 (configuration not stated)	7	-4	5	1	-6	4	5	-10	-3
CC(C)c1nc2sc3c(=O)[nH]cnc3c2c2c1CCCC2	-2	16*	-5	.	-4	0	0	0	-10
Cc1ccc2c(c1)N(CCCC(=O)NCCCN1CCCC1=O)C(=O)CO2	4	-2	-4	.	-3	0	11	5	.
Cc1nc2ccccc2n1CC(O)COCC1CC=CCC1 (configuration not stated)	-3	-9	1	-6	-7	-1	3	-4	-24
Cc1ccsc1C1C(C#N)=C(N)N(N(C)C)C2=C1C(=O)CCC2 (configuration not stated)	-3	0	-1	5	-2	0	6	-9	-15
CCc1ccc(C(=O)COC(=O)c2ccc(-c3nnc(-c4ccccc4)o3)cc2)cc1	-6	-1	8	-1	-2	-3	1	34[fluorescence artefact?]	-17
Cc1ccc(N2CN=c3s/c(=C\c4cccnc4)c(=O)n3C2)cc1	0	6	14	4	-11	0	12	-2	-13
COCCn1c(SCc2nc3sc(C(=O)OC)c(C)c3c(=O)[nH]2)nc2ccccc21	-3	2	-14	-21	-206	5	7	30	0
CCOC(=O)/C(=N\Nc1ccc(OC)cc1)c1csc(Nc2ccccc2)n1	3	-4	1	-1	-3	-2	14	5	-5
O=C(O)c1[nH]c2ccccc2c1CC(=O)N1CCN(c2ccccc2)CC1	-4	2	-5	7	-3	-2	0	-13	-23
O=c1cc(N2CCC3(CC2)OCCO3)[nH]c(=O)n1C1CCCCC1	2	-2	1[fluorescence artefact?]	7	-17	3	12	-2	-2
Cc1ccc(C2CC2c2n[nH]c(=S)n2-c2ccc(Cl)cc2)cc1 (configuration not stated)	-13	-7	3	2	-51	3	0	-5	-10
O=C(CCC(=O)N1CCN(S(=O)(=O)c2ccc(Cl)cc2)CC1)Nc1ccc2ccccc2c1	8	9	-2	6	-18	10*	6	-3[fluorescence artefact?]	-4
CCOCCCNC(=O)C(NC(=O)c1cnccn1)c1ccc(C)cc1 (configuration not stated)	-3	-4	-9	-2	-18	0	-7	-6[fluorescence artefact?]	-15
CCOCCCNCC(=O)Nc1ccc(S(=O)(=O)NC(C)CC)cc1 (configuration not stated)	-5	-7	-3	.	-3	-1	5	41	-18

Full records, looked up by structure. Order of values: FXIa inh 1536 | p97 ATPase inh | eIF4E-4G inh | Rad51 HR inh | hK5 inh | Wee1 degr inh | FXIIa inh | 14-3-3 Bad PPI | Mdm2 ligase inh
Entry for `Cc1ccc(C2CC2c2n[nH]c(=S)n2-c2ccc(Cl)cc2)cc1` (configuration not stated) = -13 | -7 | 3 | 2 | -51 | 3 | 0 | -5 | -10
Entry for `CCOC(=O)/C(=N\Nc1ccc(OC)cc1)c1csc(Nc2ccccc2)n1` = 3 | -4 | 1 | -1 | -3 | -2 | 14 | 5 | -5
Entry for `CC(C)c1nc2sc3c(=O)[nH]cnc3c2c2c1CCCC2` = -2 | 16* | -5 | . | -4 | 0 | 0 | 0 | -10
Entry for `O=C(CCC(=O)N1CCN(S(=O)(=O)c2ccc(Cl)cc2)CC1)Nc1ccc2ccccc2c1` = 8 | 9 | -2 | 6 | -18 | 10* | 6 | -3[fluorescence artefact?] | -4
Entry for `Cc1nc2ccccc2n1CC(O)COCC1CC=CCC1` (configuration not stated) = -3 | -9 | 1 | -6 | -7 | -1 | 3 | -4 | -24

Source: PubChem BioAssay (several laboratories)
